# MBD2 DNA inh = inhibitors of human MBD2 binding to methylated oligonucleotide; inhibition, % at 4.4 µM; 370,000 tested, 0.31% active; Q9UBB5; TR-FRET; AID 686964; in the data active = inhibition above about 13%
# Target sequence (Q9UBB5 whole entry, looked up): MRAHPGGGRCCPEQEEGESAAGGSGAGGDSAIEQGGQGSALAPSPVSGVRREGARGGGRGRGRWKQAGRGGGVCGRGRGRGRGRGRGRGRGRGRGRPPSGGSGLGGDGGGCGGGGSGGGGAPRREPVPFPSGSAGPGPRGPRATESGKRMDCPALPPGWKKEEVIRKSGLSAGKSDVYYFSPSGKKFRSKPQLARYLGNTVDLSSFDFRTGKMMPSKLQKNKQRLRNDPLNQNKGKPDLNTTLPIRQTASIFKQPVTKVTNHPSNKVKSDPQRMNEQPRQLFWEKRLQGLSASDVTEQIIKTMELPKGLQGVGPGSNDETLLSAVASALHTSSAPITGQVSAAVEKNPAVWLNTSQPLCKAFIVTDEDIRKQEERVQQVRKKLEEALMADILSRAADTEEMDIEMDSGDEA
# rCAG RNA binder = molecules binding r(CAG) RNA repeats. r(CAG) RNA repeat, TO-PRO-1 dye displacement fluorescence. inhibition, % at 3 µM. 370,000 tested, 1.3% active. AID 651821;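 active = inhibition above the plate cutoff, the mean of all test compounds on that plate plus 3 SD, cut at about 35% in these data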;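 also: 0% = DMSO alone and 100% = 100 µM mitoxantrone as full dye displacement; higher means more dye released from RNA so lower well fluorescence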
# PG9 binder = PG9 antibody binding by small molecule; inhibition, % at 6.7 µM; TR-FRET gp120-PG9 antibody binding; 360,000 tested, 0.43% active; in the data active = inhibition above about 8.5%
# TCR-CD3 inh = human TCR-CD3 binding inhibition; TAMRA-labeled TCR probe fluorescence, biochemical; inhibition, % at 9.4 µM; 360,000 tested, 0.37% active; in the data active = inhibition above about 19%;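 also: recombinant mutant TCR 2C K166C tagged with TAMRA read by polarization; 0% = receptor in buffer alone and 100% = receptor with positive control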
# ABHD4 inh = inhibitors of mouse ABHD4. Q8VD66. purified mABHD4, FP-Rh probe fluorescence polarization. inhibition, % at 8.92 µM. 370,000 tested, 0.54% active;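 active = inhibition exceeding the mean over every tested compound plus 3 SD, cut at about 30% in these data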;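 also: 0% = plate median of compound wells and 100% = S159A mutant with DMSO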
#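 Test system: mABHD4 protein | Buffer or medium: HEPES pH 7.0 buffer, 150 mM NaCl, 0.01% Pluronic F-127 | Probe or stimulus: FP-Rh fluorescent activity-based probe, added after compound pre-incubation | Timing: Pre-incubation 45 min, probe exposure 60 min, at 25 °C | Technique: Fluorescence polarization, excitation 525 nm, emission 598 nm, BODIPY TMR filters | Repeats: Single well per compound (singlicate)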
# UHRF1 binding = UHRF1 methyl-DNA binding inhibition; Q96T88; UHRF1 binding to methylated oligo, TR-FRET; inhibition, % at 4.4 µM; 370,000 tested, 0.75% active; AID 687016; in the data active = inhibition above about 21%;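 also: UHRF1 SRA domain binding a hemimethylated CpG hairpin DNA probe; 0% = median of test compound wells and 100% = reference inhibitor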
# NR1D1 modulator = modulates human Rev-erb alpha binding to DNA | P20393 | Rev-erbα–FITC-DNA binding, fluorescence polarization, 90 min | activity, % at 10 µM | 370,000 tested, 0.79% active | AID 1259318;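 active = activity above about 14%, limit read from the data; passing the limit was not always enough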;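 also: 0% = DMSO wells with 35 nM protein and 100% = DMSO wells with 750 nM protein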
# LEDGF integ inh = blocks HIV-1 LEDGF/p75-dependent DNA integration. 370,000 tested, 0.64% active. TR-FRET IN-LEDGF/p75 DNA integration, Eu/Cy5. inhibition, % at 3.7 µM. AID 743269;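 active = inhibition above the screen-wide mean plus 3 SD, cut at about 13% in these data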;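 also: signal is the Cy5 over europium emission ratio at 671 and 618 nm; 0% = plate median of compound wells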
# HTRA1 inh = blocks human HTRA1 serine peptidase | Q92743 | recombinant HTRA1, FP-rhodamine activity-based probe, fluorescence polarization | inhibition, % at 5.96 µM | 340,000 tested, 0.5% active | AID 504803; in the data active = inhibition above about 36%;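 also: 0% = enzyme with DMSO and 100% = wells lacking enzyme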
# PRMT1 inh = blocks human protein arginine methyltransferase 1; Q99873; recombinant PRMT1, activity-based probe fluorescence polarization; inhibition, % at 2.79 µM; 370,000 tested, 1.3% active;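 active = inhibition above about 21% made by adding two undisclosed values, limit read from the data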
# Starred values were filed as active, the others as inactive; x = no result given.
no.	Molecule	MBD2 DNA inh	rCAG RNA binder	PG9 binder	TCR-CD3 inh	ABHD4 inh	UHRF1 binding	NR1D1 modulator	LEDGF integ inh	HTRA1 inh	PRMT1 inh
1	CCOc1ccc(NC(=O)NC(C)c2ccc3c(c2)OCO3)cc1 (configuration not stated)	0	2	-1.8	-1	-1	4	-1	5	-6	-2
2	CC1CCN(CC(O)COc2ccc(C(=O)c3ccccc3)cc2)CC1 (configuration not stated)	5	-8	-2.9	6	-3	-1	0	0	-2	-9
3	COc1ccc(NC(=O)CC2C(=O)N(c3ccc(F)cc3)C(=S)N2NC(=O)c2ccc(Cl)cc2)cc1 (configuration not stated)	-8	-1	1.2	3	7	0	-4	-2	6	-1
4	CCn1c2ccccc2c2cc(Nc3cc(C)nc4ncnn34)ccc21	-1	5	-1.9	11	-2	-2	2	1	-18	-8
5	CCc1ccc(OCC(=O)NN2Cc3ccccc3C2=N)cc1	1	-2	-2.3	-7	3	2	-2	4	1	-3
6	CCOC(=O)c1cc(-c2ccccc2)sc1NC(=O)C(C)OC(=O)c1cccnc1OCC (configuration not stated)	-1	4	-1.7	3	-7	-4	2	3	-3	0
7	CCC1CCCCN1C(=O)COc1ccc(N(C)S(=O)(=O)c2ccc(C)cc2)cc1 (configuration not stated)	5	-5	-1.7	-1	-13	14	-2	-1	-14	2
8	Oc1ccccc1-c1n[nH]c(=S)n1Cc1ccco1	1	0	1.0	5	0	0	-3	-3	4	0
9	CCOc1ccc(N2C(=O)CC(N3CCN(c4ccc(Cl)cc4)CC3)C2=O)cc1 (configuration not stated)	-7	-1	-1.9	5	-1	0	-5	2	2	9
10	Cc1oc(CN2CCOCC2)cc1C(=O)O	0	0	-1.6	2	-3	0	6	4	4	-1
11	C[C@@]12C(=O)N(CC3CC3)CC(=O)N1[C@H](C1CC1)[C@@H]1C(=O)N(c3ccccc3)C(=O)[C@@H]12	-3	5	0.6	-6	8	39*	3	-1	-4	2
12	Cn1c(NC(=O)c2ccc(F)cc2)nc2ccccc21	0	-4	0.8	-3	5	-2	4	10	6	0
13	Nc1nc2c(ncn2[C@@H]2O[C@H](CNCc3ccc(Oc4cc(-n5cccn5)ncn4)cc3)[C@@H](O)[C@H]2O)c(=O)[nH]1	6	7	1.6	-2	4	0	-3	-4	x	3
14	S=C(Nc1ccc2snnc2c1)N1CCN(c2ccccn2)CC1	-10	3	1.1	10	2	-3	-5	-4	-1	3
15	COc1ccc(NC(=O)CSc2ccc3nnc(-c4ccccn4)n3n2)cc1OC	1	2	-2.9	8	-2	0	4	1	7	-1
16	Cc1cnc(C(=O)OCC(=O)NCCCc2ccccc2)cn1	-1	-1	-0.4	6	2	4	-2	-3	3	2

# Full records, quoted from the list. Order of values: MBD2 DNA inh | rCAG RNA binder | PG9 binder | TCR-CD3 inh | ABHD4 inh | UHRF1 binding | NR1D1 modulator | LEDGF integ inh | HTRA1 inh | PRMT1 inh
# `S=C(Nc1ccc2snnc2c1)N1CCN(c2ccccn2)CC1` is entered as -10 | 3 | 1.1 | 10 | 2 | -3 | -5 | -4 | -1 | 3
# `COc1ccc(NC(=O)CSc2ccc3nnc(-c4ccccn4)n3n2)cc1OC` is entered as 1 | 2 | -2.9 | 8 | -2 | 0 | 4 | 1 | 7 | -1
# `Cc1cnc(C(=O)OCC(=O)NCCCc2ccccc2)cn1` is entered as -1 | -1 | -0.4 | 6 | 2 | 4 | -2 | -3 | 3 | 2

# The results go on:
# Values run as follows: MBD2 DNA inh, rCAG RNA binder, PG9 binder, TCR-CD3 inh, ABHD4 inh, UHRF1 binding, NR1D1 modulator, LEDGF integ inh, HTRA1 inh, PRMT1 inh
17. CC(C)(C)N1CSC(=S)N(Cc2ccccc2)C1
    -5, 1, 1.4, 5, -1, -2, 5, -3, 2, 0
18. CC(C)NC(=S)N/N=C/c1sc(N2CCCCC2)nc1-c1cccs1
    -8, 6, -1.3, 7, 14, -5, 3, 6, 9, 2
19. Cc1onc(-c2c(F)cccc2Cl)c1C(=O)OCC(=O)Nc1c(C)n(C)n(-c2ccccc2)c1=O
    -7, -10, -0.4, 2, 1, 4, -1, -6, 5, 1
20. Cn1c(CSCCOc2ccccc2)n[nH]c1=S
    -2, -4, -1.2, -1, 3, -1, 6, -3, 2, -3
21. COc1cc(OC)c(S(=O)(=O)N2CCN(C(=O)c3ccco3)CC2)cc1NC(C)=O
    5, 6, -0.7, -5, -1, -1, -6, -3, -4, 0
22. COC(=O)c1cc(-c2ccccc2)nc2nc(SC)[nH]c(=O)c12
    2, 7, -0.3, 2, -3, 1, 2, -1, -6, -1
23. COc1ccccc1N1CCN(C(CNS(C)(=O)=O)c2cccnc2)CC1 (configuration not stated)
    3, 0, -1.3, -1, 1, -2, -7, 1, 1, -2
24. COc1ccc(CCN2C(=O)C3C4CCC(C4=C(C)C)C3C2=O)cc1OC (configuration not stated)
    1, -2, 0.6, 0, 6, 6, -3, 0, -3, 3

# Single values from the results shown:
# Under LEDGF integ inh, CC(C)(C)N1CSC(=S)N(Cc2ccccc2)C1 has the entry -3
# Under TCR-CD3 inh, COc1ccc(CCN2C(=O)C3C4CCC(C4=C(C)C)C3C2=O)cc1OC (configuration not stated) has the entry 0
# Under PG9 binder, COc1ccccc1N1CCN(C(CNS(C)(=O)=O)c2cccnc2)CC1 (configuration not stated) has the entry -1.3
# Under HTRA1 inh, Cc1onc(-c2c(F)cccc2Cl)c1C(=O)OCC(=O)Nc1c(C)n(C)n(-c2ccccc2)c1=O has the entry 5
# Under UHRF1 binding, CC(C)NC(=S)N/N=C/c1sc(N2CCCCC2)nc1-c1cccs1 has the entry -5
# Under TCR-CD3 inh, COC(=O)c1cc(-c2ccccc2)nc2nc(SC)[nH]c(=O)c12 has the entry 2

# Screening data deposited in PubChem by several laboratories.

# A portion of the library, so the mix of outcomes need not match the whole.
